Bioassay records deposited in PubChem BioAssay by Sanford-Burnham Center for Chemical Genomics.
UPR CHOP act: apoptotic UPR (CHOP) activation. CHO-CHOP luciferase reporter, luminescence; percent of tunicamycin response over DMSO baseline. activation, % at 10 µM. actives 0.34% (n = 330,000);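 active = at 10 µM dose, activation of 40% or more, normalized to positive control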;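 also: 100% = tunicamycin at 10 µg/mL and 0% = DMSO alone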
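Evaluation: % reporter activation, DMSO baseline versus tunicamycin full activation; System: CHO-CHOP luciferase reporter cell line; Input: 500 cells/well; Incubation: 6 h compound treatment, 37 °C; Measured by: Steady-Glo luciferase luminescence; Dosing: one dose, 10 µM in 0.5% DMSO; Buffer or medium: F12 medium, 10% FBS; Benchmarks: positive tunicamycin 10 µg/mL, negative DMSO alone.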
Mdm2 MdmX PPI: human Mdm2/MdmX binding inhibition | O15151+Q00987 | SaOS-2 split-luciferase Mdm2/MdmX complementation, luminescence | inhibition, % at 8 µM | actives 3% (n = 330,000);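 active = inhibition of at least 50% at 8 µM in the primary screen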
Target sequence (O15151 whole entry, looked up): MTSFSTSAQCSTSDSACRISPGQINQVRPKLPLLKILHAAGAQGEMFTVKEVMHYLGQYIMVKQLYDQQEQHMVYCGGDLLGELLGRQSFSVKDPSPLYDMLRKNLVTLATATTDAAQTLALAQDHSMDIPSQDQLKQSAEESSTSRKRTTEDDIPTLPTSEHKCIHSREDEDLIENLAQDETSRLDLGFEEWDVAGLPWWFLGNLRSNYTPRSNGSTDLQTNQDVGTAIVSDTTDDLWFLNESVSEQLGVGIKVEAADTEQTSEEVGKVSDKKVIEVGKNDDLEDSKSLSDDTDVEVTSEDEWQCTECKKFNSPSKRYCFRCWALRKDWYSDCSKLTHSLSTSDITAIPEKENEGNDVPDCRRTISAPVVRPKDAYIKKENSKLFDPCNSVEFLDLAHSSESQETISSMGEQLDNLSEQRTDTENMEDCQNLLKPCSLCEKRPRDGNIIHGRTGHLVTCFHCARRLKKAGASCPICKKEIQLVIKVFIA
Target sequence (Q00987 whole entry, looked up): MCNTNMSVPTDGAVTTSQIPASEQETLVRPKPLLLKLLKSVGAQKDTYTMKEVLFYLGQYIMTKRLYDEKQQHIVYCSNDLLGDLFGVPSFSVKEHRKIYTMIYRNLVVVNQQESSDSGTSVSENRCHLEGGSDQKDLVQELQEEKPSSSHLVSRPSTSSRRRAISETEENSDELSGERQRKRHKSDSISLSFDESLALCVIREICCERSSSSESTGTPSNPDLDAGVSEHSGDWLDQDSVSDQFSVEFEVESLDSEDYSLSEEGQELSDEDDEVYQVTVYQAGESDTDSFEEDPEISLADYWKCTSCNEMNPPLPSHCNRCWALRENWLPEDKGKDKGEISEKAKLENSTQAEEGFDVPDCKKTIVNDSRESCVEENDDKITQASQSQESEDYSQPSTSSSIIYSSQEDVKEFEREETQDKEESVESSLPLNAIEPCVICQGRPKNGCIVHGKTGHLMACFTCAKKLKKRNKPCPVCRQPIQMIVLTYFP
Jurkat NFkB inh: lowers PMA/ionomycin-induced NF-kB signal in Jurkat cells; PMA/ionomycin-induced NF-kB luciferase reporter, luminescence; inhibition, % at 4 µM; actives 0.53% (n = 330,000); in the data active = inhibition above about 50%
APJ antagonist: blocks the human apelin receptor APJ | inhibition, % at 20 µM | CHO-K1 APJ beta-arrestin complementation, luminescence | P35414 | actives 0.32% (n = 330,000);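 active = inhibition above about 40% at 20 µM, limit read from the data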;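 also: cells challenged with 10 nM apelin-13 agonist together with compound; plate controls were apelin-13 plus DMSO wells for no effect and DMSO wells lacking apelin-13 for full effect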
APJ agonist: activates the human apelin receptor APJ. P35414. CHO-K1 APJ PathHunter beta-arrestin, luminescence; 0% DMSO wells, 100% apelin. activation, % at 20 µM. actives 0.11% (n = 330,000). AID 2520;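 active = activation more than six SD over the plate average, tested at 20 µM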;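 also: 0% = DMSO alone and 100% = apelin-13 at 10 nM; some results filed as inactive read as strong as hits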
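Assay system: CHO-K1 APJ beta-arrestin complementation cell line / Compound: single test compound dose, 20 µM final, 1% DMSO / Times: overnight seeding, 90 min compound at 25 °C, 1 h detection / Technique: beta-gal luminescence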
XBP1 UPR activ: adaptive UPR (XBP1) activation | CHO-XBP1 luciferase reporter, IRE1-XBP1 UPR activation, luminescence; percent of tunicamycin response, DMSO as zero | activation, % at 20 µM | actives 0.33% (n = 330,000) | AID 463104;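 active = versus positive control, 20 µM dose yields 30% or more activation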;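 also: 100% = tunicamycin at 10 µg/mL and 0% = DMSO only wells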
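assay system = CHO-XBP1 luciferase reporter cells | amount = 1000 cells/well | buffer or medium = F12 plus 10% FBS | compound dosing = single point, 20 µM final compound, 1% DMSO | incubation = 16-18 h cell attachment at 37 °C, then 6 h compound exposure | detection = Steady-Glo luminescence read | controls = tunicamycin 10 µg/mL and vehicle-only wells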
697 NFkB inh: inhibitors of the PMA/ionomycin-induced NF-kB reporter in 697 B cells | inhibition, % at 4 µM | AID 435022 | 697 B-cell NF-kB luciferase reporter, 16 h | actives 0.33% (n = 330,000); in the data active = inhibition above about 35%
tim23-1 inh: growth inhibitors of tim23-1 mutant yeast; actives 1.3% (n = 330,000); inhibition, % at 20 µM; AID 463212; S. cerevisiae tim23-1 growth, BacTiter-Glo luminescence, 24 h;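 active = growth inhibition of the mutant yeast at or above 50%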;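 also: temperature-sensitive mutant grown at 25 °C; plate controls were DMSO-treated mutant yeast for no effect and medium wells lacking yeast for full effect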
The depositor's hits bear a star.

Each structure is followed by: UPR CHOP act, Mdm2 MdmX PPI, Jurkat NFkB inh, APJ antagonist, APJ agonist, XBP1 UPR activ, 697 NFkB inh, tim23-1 inh
C/C(=N/Nc1ccc([N+](=O)[O-])cc1)c1c[nH]c2ccccc12
 : 4.2, -28, -54, 37, -9, 14, -34, 35
COc1ccc(Cl)cc1NC(=O)CNc1ccc(F)cc1C
 : 0.1, 12, -3, -33, -2, -3, -2, 36
NC(=S)N/N=C/c1ccccc1OC(=O)c1cc2ccccc2oc1=O
 : 4.0, 11, -2, -10, -3, -1, -43, -14
CCOC(=O)c1noc(C)c1C(=O)Nc1cccc(F)c1
 : -0.5, -1, -8, -2, -7, -2, -3, 11
CC(=O)NNc1nc2ccccc2s1
 : -0.2, -18, -10, -13, 1, 1, -45, 4
Cc1cc(N2C(=O)CC(N3CCN(c4ccc(C(=O)c5cccs5)cc4)CC3)C2=O)no1 (configuration not stated)
 : 2.5, -18, -41, 20, -1, -1, 0, 18
COc1ccc(N(C(=O)c2snc(C(N)=O)c2N)C(C(=O)NCC2CCCO2)c2ccc3ncccc3c2)cc1OC (configuration not stated)
 : 1.5, 11, 12, 18, 2, 1, 12, 12
CC(OC(=O)CCCc1c[nH]c2ccccc12)C(=O)Nc1ccc(S(N)(=O)=O)cc1 (configuration not stated)
 : 0.1, 19, 14, -8, -4, -1, 15, 11
N/C(=N\OC(=O)c1cc(-c2ccccc2)nc2ccccc12)c1ccc(Cl)cc1
 : 0.7, -1, 22, -16, 16*, 2, 3, 70*
CCN1CCN(CCCNC(=O)Cn2cc3c(n2)CCCC3)CC1
 : -2.3, 0, -12, -22, -2, 0, 9, -9
COc1cccc(C(=S)N2CCOCC2)c1OS(=O)(=O)c1ccc(Cl)cc1
 : 0.9, 0, -16, 5, -1, -5, 1, 23
Nc1nc(-c2cccs2)c(NC(=O)c2ccccc2)s1
 : 0.7, -40, -10, -14, 1, -3, -3, 19
COc1ccc(CNC(=O)c2cc3cccc(OC)c3oc2=N)cc1
 : 1.5, 30, 18, -19, 13, -1, -4, 33
CCN1CCN(CCCNC(=O)CCC(=O)N2CCOc3ccccc32)CC1
 : 0.8, -6, -7, 8, -4, -1, 1, 5
Oc1ccc(CCNc2ncnc3ccc(Cl)cc23)cc1
 : -0.7, 64*, 38, 6, 3, -11, -21, -2
CC(=O)c1ccc(NC(=O)COC(=O)Cc2ccsc2)cc1
 : 0.8, -16, 7, 5, -2, -1, 0, 9
NC(=O)C1CCN(C(=O)CNC(=O)c2ccc(F)cc2)CC1
 : -0.3, -28, -1, 9, -2, 1, -1, 11
O=C(NCCCN1CCCC1=O)c1ccc(NS(=O)(=O)c2ccc(F)cc2)cc1
 : -0.8, -15, 8, 3, -2, -2, 6, -3
CN(C)Cc1c(-c2ccc(Cl)cc2)nc2ccccn12
 : 5.8, -59, -42, 18, -3, -2, -69, 4
C=C1N(C)c2cc([N+](=O)[O-])c(N)cc2C1(C)C
 : -2.3, -1, 6, -1, -4, -1, -8, 15

Compounds from the list above containing fluorine, in the order listed:
Each structure is followed by: UPR CHOP act, Mdm2 MdmX PPI, Jurkat NFkB inh, APJ antagonist, APJ agonist, XBP1 UPR activ, 697 NFkB inh, tim23-1 inh
COc1ccc(Cl)cc1NC(=O)CNc1ccc(F)cc1C
 : 0.1, 12, -3, -33, -2, -3, -2, 36
CCOC(=O)c1noc(C)c1C(=O)Nc1cccc(F)c1
 : -0.5, -1, -8, -2, -7, -2, -3, 11
NC(=O)C1CCN(C(=O)CNC(=O)c2ccc(F)cc2)CC1
 : -0.3, -28, -1, 9, -2, 1, -1, 11
O=C(NCCCN1CCCC1=O)c1ccc(NS(=O)(=O)c2ccc(F)cc2)cc1
 : -0.8, -15, 8, 3, -2, -2, 6, -3

More results:
Each structure is followed by: UPR CHOP act, Mdm2 MdmX PPI, Jurkat NFkB inh, APJ antagonist, APJ agonist, XBP1 UPR activ, 697 NFkB inh, tim23-1 inh
Cc1cc(C)n(-c2ccc(C(=O)Nc3ccc(S(=O)(=O)NCc4ccco4)cc3)cc2)n1
 : 2.3, 9, 34, 6, 7, 2, 9, 12
Cc1cc(N2CCN(S(=O)(=O)c3ccc(Cl)cc3)CC2)c2ccccc2n1
 : 7.5, 36, 16, -25, 7, -4, -80, 36
N/C(Cc1ccc(Cl)cc1Cl)=N\OC(=O)Cc1ccc(Cl)cc1
 : 0.4, 3, 0, -14, -1, 0, 8, 47
CCOC(=O)C1(Cc2ccc(OC)cc2)CCN(C(=O)CN2CCCCC2=O)CC1
 : -0.5, 8, -22, -17, 0, -2, 23, 12
Cn1c(=NC(=O)C2=NNC(=O)CC2)sc2ccccc21
 : 0.6, 21, -24, -25, 0, 3, -7, 15
CC1CN(C)C(c2ccccc2)C(C)C12NC(=O)NC2=O (configuration not stated)
 : 0.0, -5, 4, 15, 1, -3, -15, 9
O=C1C(=O)N(Cc2ccccc2)C(c2cccc(O)c2)/C1=C(\O)c1ccc2c(c1)OCCO2 (configuration not stated)
 : 1.7, 10, -2, 5, -1, 1, 13, 11
CCCOc1ccc(-c2nc(-c3ccc(N)cc3)cs2)cc1
 : 6.9, 6, -26, -6, 0, -1, -93, 24
C#CCOCCOCCOCCNc1nc(N2CCN(C(=O)Cn3cc(CCCCN)nn3)CC2)nc(N2CCN(C(=O)[C@H](C(C)C)n3cc(CCO)nn3)CC2)n1
 : 0.1, -16, 7, 5, -3, -1, 20, 4
O=C(CN1CCN(C/C=C/c2ccccc2)CC1)Nc1ccc(F)cc1F
 : -1.1, 18, -7, -19, -1, 1, 22, 0
CCCc1cc2c(=O)c(-c3ccccn3)coc2cc1OC
 : 2.8, -52, -98, -14, -6, 4, -170, 29
COc1ccccc1-n1c(=O)[nH]c2c(C(N)=O)nc(C3CCCCC3)nc21
 : -1.4, -9, 13, -64, 0, 5, -13, -3
CC(=O)c1cccc(NC(=S)NC(=O)c2ccc(Cl)cc2)c1
 : 3.4, -49, -29, 12, 0, 4, -69, 14
CCOC(=O)C1(Cc2ccccc2C)CCCN(C(=O)CN2C(=O)CSC2=O)C1 (configuration not stated)
 : 3.2, 14, -4, 6, -3, -2, -4, 21
O=C(O)c1cn(-c2ccccc2)c(=O)c2ccccc12
 : -1.4, 2, 2, -7, 0, -2, 10, 28
O=C(/C=C/c1ccccc1Cl)Nc1cccc(O)c1
 : 4.3, -225, -135, 12, -1, 1, 17, 28
Cc1cccc(C(=O)N2CCN(c3ccccn3)CC2)c1
 : -1.5, 7, 13, 10, -4, 0, 11, 15
O=C(CSc1nnc(-c2ccccn2)o1)Nc1ccccc1
 : -0.8, -43, -80, 11, 1, -1, -32, -6
Cc1ccccc1-c1nc(C#N)c(N2CCCCC2)o1
 : 2.0, -15, -4, 2, -3, -3, 0, 25
CCNc1c(NC(C)=O)c(=O)oc2ccccc12
 : -0.9, -22, -1, -1, -2, -1, 7, 0

4 compounds from above, limited to Mdm2 MdmX PPI.
| SMILES | Mdm2 MdmX PPI |
| --- | --- |
| O=C1C(=O)N(Cc2ccccc2)C(c2cccc(O)c2)/C1=C(\O)c1ccc2c(c1)OCCO2 (configuration not stated) | 10 |
| CCCc1cc2c(=O)c(-c3ccccn3)coc2cc1OC | -52 |
| Cc1cccc(C(=O)N2CCN(c3ccccn3)CC2)c1 | 7 |
| O=C(CN1CCN(C/C=C/c2ccccc2)CC1)Nc1ccc(F)cc1F | 18 |

(more compounds)
smiles,UPR CHOP act,Mdm2 MdmX PPI,Jurkat NFkB inh,APJ antagonist,APJ agonist,XBP1 UPR activ,697 NFkB inh,tim23-1 inh
c1ccc(C(c2ccccc2)N2CCN(Cc3nnnn3C3CCCC3)CC2)cc1,2.7,14,-15,-12,1,-4,1,23
CCc1ccc(OCC(=O)N2CC(C(=O)OC)Oc3ccccc32)cc1 (configuration not stated),1.3,9,-15,2,0,4,15,28
O=C(Nc1ccccc1)N1CCN(c2nc(-c3ccccc3)ns2)CC1,2.4,12,1,7,2,-4,4,35
COc1ccc(Cn2nnnc2CN(Cc2cc3cc(C)ccc3[nH]c2=O)C2CCCC2)cc1,1.6,-16,-27,15,-1,1,-23,20
CCc1ccc(NC(=S)N2CCN(S(=O)(=O)c3ccccc3)CC2)cc1,-0.9,24,0,-28,-8,-2,-20,31
Cc1ccc(C(=O)N(Cc2cccnc2)Cc2cc3cc(C)ccc3n3nnnc23)cc1,0.5,1,0,-8,-1,1,18,16
Cc1ccc2c(c1)C1CC(C)(O2)N(c2cccc(C(=O)NC3CCN(Cc4ccccc4)CC3)c2)C(=O)N1 (configuration not stated),1.3,44,-13,-35,1,-2,-19,-5
O=C(Oc1c(-c2ccccc2)oc2ccccc2c1=O)c1ccccc1,-0.7,85*,-26,1,-6,1,-7,30
COc1ccc(N(C(=O)c2snc(C(N)=O)c2N)C(C(=O)NC2CCCC2)c2ccco2)cc1 (configuration not stated),0.7,-12,21,10,0,-7,7,23
CN(C)C(=O)c1cn(-c2ccccc2)nc1-c1cc2ccccc2oc1=O,-0.7,7,12,0,-3,-2,15,18
c1ccc2c(N3CCCCCC3)nc(-c3ccncc3)nc2c1,-0.7,19,4,-8,-2,15,-4,42
Cc1ccccc1NS(=O)(=O)c1ccc(OCC(=O)NCc2ccccn2)cc1,0.8,7,17,7,0,0,-4,-4
Cc1occc1-c1nnc(SCC(=O)NC2CCCC2)n1-c1ccccc1,1.4,-19,11,6,-1,-2,5,3
CC(=O)Nc1ccc(N=Cc2c(O)c(C(=O)Nc3ccccc3)cc3ccccc23)cc1,45*,78*,-1,-29,3,90*,-62,64*
COc1ccc(/C=N/Nc2cc(=O)n(C)c(=O)n2C)cc1OC,1.1,3,-7,2,-3,-1,2,-4
Cc1ccccc1OC(C)C(=O)Nc1cccnc1 (configuration not stated),0.5,22,10,7,0,-5,3,15
O=C(COC(=O)/C=C/c1ccc(F)cc1)Nc1cccc(S(=O)(=O)N2CCCC2)c1,1.6,4,8,-4,0,-2,-14,14
O=C(/C=C/c1ccccc1)Oc1cccc(C(=S)N2CCOCC2)c1,0.7,-9,-13,3,-2,8,7,38
O=C(CSCc1ccccc1)Nc1nccs1,-2.6,16,-6,10,-3,0,8,11
CSCCC(NC(=O)c1ccccc1)C(=O)NC1CC1 (configuration not stated),2.2,-12,10,-7,-4,0,10,-6
Cc1cccn2cc(-c3c[nH]c4ccccc34)nc12,4.9,-46,-13,5,-3,1,5,-1
CCCCN=Cc1sc2ccc(OCC)cc2c1O,5.8,-12,-4,-4,-3,1,20,58*
CCOc1ccc(Nc2nc(Cc3nnc(SCC(=O)N(CC)CC)n3C)cs2)cc1,2.5,8,-10,-5,0,-2,1,5
